Screening data from PubChem BioAssay.
A340 absorber = compound absorbs light at 340 nm. compound absorbance at 340 nm, fold over control. fold change at 10 µM. 65,000 tested, under 10 active. AID 708;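 active = at 10 µM dose, initial 340 nm absorbance at least 2 fold that of control wells; inactive = change under 2 fold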;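 note: initial absorbance extrapolated from kinetic A340 decline of NADH oxidation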
CatS block = inhibitors of human cathepsin S | P25774 | 0.06% of 62,000 active | inhibition, %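 (tested at 5 µM per compound within 10-compound mixtures)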 | recombinant cathepsin S, AMC dipeptide fluorescence, pooled mixtures | AID 501; in the data active = inhibition above about 32%, passing the limit was not always enough; inconclusive = no clear call, values can overlap the other calls;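 note: 0% = enzyme without compound and 100% = blank without enzyme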
CatB block = blocks human cathepsin B protease activity; 0.1% of 63,000 active; P07858; inhibition, %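 (tested at 10 µM)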; purified cathepsin B, fluorogenic substrate, fluorescence; in the data active = inhibition above about 21%;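 note: 0% = enzyme with no compound and 100% = no enzyme blank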
C1s inh = blocks human complement C1s protease activity | purified C1s, fluorogenic AMC substrate, pooled mixtures | AID 538 | 0.16% of 62,000 active | mean inhibition % of two 10-compound mixtures (hits give high values), % at 5 µM (by protocol);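 active = inhibition above 20% in each of the two 10-compound mixture wells holding the compound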;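 note: 0% = enzyme wells lacking compound mixture and 100% = no-enzyme blank wells; some compounds called inactive have numbers as strong as hits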
CatG inh = blocks human cathepsin G enzyme activity; inhibition, % at 5 µM (by protocol); P08311; 0.2% of 62,000 active; purified enzyme, AMC-tetrapeptide fluorescence, pooled mixtures; AID 581;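 active = inhibition above 20% in each of the two mixture wells holding the compound; inactive = inhibition of 20% or less in either well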;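 note: 0% = enzyme control without mixture and 100% = blank lacking enzyme; strong numbers were not always called active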
Target sequence (P08311 21-244 limits assumed): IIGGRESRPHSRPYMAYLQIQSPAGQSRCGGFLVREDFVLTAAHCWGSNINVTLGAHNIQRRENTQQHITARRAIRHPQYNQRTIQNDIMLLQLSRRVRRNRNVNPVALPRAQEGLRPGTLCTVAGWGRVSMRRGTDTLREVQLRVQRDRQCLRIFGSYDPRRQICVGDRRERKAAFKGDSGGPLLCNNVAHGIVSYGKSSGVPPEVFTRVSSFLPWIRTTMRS
CatL block = blocks human cathepsin L protease activity | P07711 | purified cathepsin L, fluorogenic substrate, fluorescence | inhibition, %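 (tested at 10 µM)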 | 0.17% of 58,000 active | AID 460; in the data active = inhibition above about 45%;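 note: 0% = enzyme with no compound and 100% = no enzyme blank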
Target sequence (P07711 114-288 limits assumed): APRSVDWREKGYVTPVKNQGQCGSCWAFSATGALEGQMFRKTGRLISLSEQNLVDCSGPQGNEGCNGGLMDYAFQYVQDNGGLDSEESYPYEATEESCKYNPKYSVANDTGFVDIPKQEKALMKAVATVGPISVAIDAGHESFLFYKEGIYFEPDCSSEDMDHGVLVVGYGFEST
Target sequence (P07711 292-333 limits assumed): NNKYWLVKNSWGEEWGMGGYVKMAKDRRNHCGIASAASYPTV
FXIa mix inh = blocks human factor XIa in pooled compound mixtures. purified FXIa, fluorogenic substrate. P03951. 0.19% of 62,000 active. inhibition, % at 5 µM;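 note: each value is inhibition by a whole ten-compound pool holding the compound; 0% = enzyme with no mixture and 100% = wells lacking enzyme; strong numbers were not always called active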
Target sequence (P03951 19-387 limits assumed): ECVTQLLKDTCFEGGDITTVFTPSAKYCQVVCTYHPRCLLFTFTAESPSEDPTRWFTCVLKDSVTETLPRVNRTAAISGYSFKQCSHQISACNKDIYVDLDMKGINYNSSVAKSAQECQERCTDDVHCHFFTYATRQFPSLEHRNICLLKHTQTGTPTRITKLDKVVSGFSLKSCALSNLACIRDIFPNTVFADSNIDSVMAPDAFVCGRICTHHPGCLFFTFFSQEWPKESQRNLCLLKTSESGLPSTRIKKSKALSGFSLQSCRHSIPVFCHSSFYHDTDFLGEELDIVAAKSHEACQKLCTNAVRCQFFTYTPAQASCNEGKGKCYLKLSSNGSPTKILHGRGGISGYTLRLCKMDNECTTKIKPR
Target sequence (P03951 388-625 limits assumed): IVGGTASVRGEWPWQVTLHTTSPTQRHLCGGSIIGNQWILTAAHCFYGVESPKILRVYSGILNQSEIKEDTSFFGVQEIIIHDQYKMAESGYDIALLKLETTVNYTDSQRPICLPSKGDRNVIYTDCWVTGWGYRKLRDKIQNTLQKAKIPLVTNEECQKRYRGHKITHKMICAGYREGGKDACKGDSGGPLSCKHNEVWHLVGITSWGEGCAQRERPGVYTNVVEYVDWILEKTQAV
CatB mix inh = inhibitors of human cathepsin B in compound mixtures; Purified cathepsin B, AMC dipeptide fluorescence; inhibition, %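 (ten-compound pools at 5 µM per compound and 50 µM total)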; 0.06% of 62,000 active; AID 488; in the data active = inhibition above about 22%, passing the limit was not always enough; inconclusive = no clear call, values can overlap the other calls;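 note: 0% = enzyme without compound and 100% = no enzyme blank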
FXIIa inh mix = inhibitors of human coagulation factor XIIa, pooled mixtures. P00748. purified FXIIa, fluorogenic substrate. inhibition, % at 5 µM. 0.2% of 62,000 active. AID 684;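 note: 0% = enzyme without compound and 100% = no enzyme blank; some results filed as inactive read as strong as hits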
Numbers without * were called inactive; ? = inconclusive; · = no result given. Cut-off read from the data, not from the text of the source, unless noted: active = inhibition above about 20% (passing the limit was not always enough); inactive = the rest. Not all compounds are listed, so the mix of outcomes need not match the whole.

Start of the data: the first 2 compounds (preview)
SMILES	A340 absorber	CatS block	CatB block	C1s inh	CatG inh	CatL block	FXIa mix inh	CatB mix inh	FXIIa inh mix
O=C(COc1ccc(C(=S)N2CCOCC2)cc1)N1CCCC1	1.02	1.8	-0.8	-4.1	-2.2	3.0	5.0	0.6	4.9
Clc1cccc(N2CCN(CCNc3nc4ccccc4n4cnnc34)CC2)c1	1.01	-11.4	2.4	16.0	9.3	-7.2	10.1	1.4	5.2

The listing, from the start:
SMILES	A340 absorber	CatS block	CatB block	C1s inh	CatG inh	CatL block	FXIa mix inh	CatB mix inh	FXIIa inh mix
O=C(COc1ccc(C(=S)N2CCOCC2)cc1)N1CCCC1	1.02	1.8	-0.8	-4.1	-2.2	3.0	5.0	0.6	4.9
Clc1cccc(N2CCN(CCNc3nc4ccccc4n4cnnc34)CC2)c1	1.01	-11.4	2.4	16.0	9.3	-7.2	10.1	1.4	5.2
Nc1c(-c2ccc(Cl)cc2)nnn1-c1ccccc1	1.04	11.5	-1.0	4.3	9.0	21.6	-10.4	0.0	-19.4
CCOc1ccccc1NC(=O)C1CCN(S(=O)(=O)c2cccc3cccnc23)CC1	1.06	22.9	1.9	-4.0	-3.2	8.2	12.7	-0.2	0.5
O=C(COC(=O)CCC1CCCC1)Nc1ccc(Cl)cn1	1.01	-5.0	3.4	0.3	0.9	-4.6	8.2	2.5	8.4
O=C(Cn1ncc2c1-c1ccccc1OC2)Nc1nc2ccccc2s1	1.03	4.6	-3.4	-21.3	1.4	·	2.2	-5.4	6.3
CC1CCCC(NC(=O)c2ccc3c(c2)N(Cc2ccccc2)C(=O)CS3=O)C1C (stereo not given)	1.02	-4.2	-2.0	-7.4	-2.0	·	9.3	3.9	-3.2
COc1ccc(OC)c(-c2cc(C(=O)NCCN3CCOCC3)no2)c1	1.03	10.8	0.7	0.0	17.5	19.4	-2.3	1.4	6.8
COC(=O)c1[nH]c(=O)c2ccccc2c1OCc1ccccc1	1.03	-0.4	-4.6	-25.7	-1.1	-1.2	5.6	5.7	-12.8
c1ccc(N2CCN(c3nc4cc5c(cc4s3)OCCO5)CC2)cc1	1.02	-1.7	3.0	0.1	8.5	16.4	-3.3	2.1	4.4
Cc1ccc(-c2nnc3c4ccccc4c(C)nn23)cc1NC(=O)c1ccco1	1.02	3.1	-1.4	-1.0	4.5	8.3	11.3	-1.3	3.2
CN(C)S(=O)(=O)c1ccc(C(=O)NCc2cccs2)cc1	0.99	-2.2	2.0	-3.9	9.1	-2.2	-0.3	-6.5	19.8
COCCCNC(=O)c1oc2ccc(S(=O)(=O)N(C)C3CCCCC3)cc2c1C	1	8.6	7.6	11.8	10.5	6.2	1.0	-1.9	14.6
CCOC(=O)c1cccc(NC(=O)CN(c2ccc(C)cc2)S(=O)(=O)c2c(C)noc2C)c1	0.99	4.7	-4.2	-73.8	-4.8	17.4	7.6	2.8	-2.0
O=C(CSC1=NCCS1)N1CCOCC1	1	10.6	-0.3	13.7	10.0	18.8	1.5	5.7	2.8
O=C(Nc1cccc(C(F)(F)F)c1)c1cnc2n(c1=O)CCS2	1.08	-7.3	0.9	-27.6	-5.1	-5.2	-0.5	-2.9	3.8
Cn1c(=O)n(CCN2CCOCC2)c(=O)c2c1nc1n2CCN1c1ccccc1	1	15.5	1.0	-9.2	-8.6	1.1	2.4	0.5	-1.4
O=C1c2sc3nc4c(c(=O)n3c2C(=O)N1c1ccccc1)CCC4	1.1	11.2	-1.1	0.4	40.4	34.3	26.5	-2.0	-2.2
Cc1onc(-c2c(Cl)cccc2Cl)c1C(=O)N1CCc2ccccc21	0.97	-9.0	-1.6	-42.9	3.0	11.0	-4.2	-12.9	0.0
CC(C)CCCNc1nc(N2CCOCC2)nc(N2CCOCC2)n1	1.03	-2.4	-0.4	8.5	7.6	-7.9	0.9	4.3	-27.3
N#CN(CC(N)=O)c1nc(N2CCCCC2)nc(N2CCCCC2)n1	0.99	6.4	9.4	4.2	-2.1	10.4	5.0	5.0	-17.9
CCSC1=C(C#N)C(c2ccccc2C)CC(=O)N1 (stereo not given)	1.03	-2.8	-2.0	-28.2	-1.9	-6.1	8.4	1.5	5.2
CN(C)C(=O)Cn1c(SCC(=O)N2CCCc3ccccc32)nc2ccccc21	0.97	-6.2	-1.4	-55.3	-3.6	3.7	-6.5	4.4	-2.1
O=C(c1cn(CC(=O)N2CCCCC2)c2ccccc12)C1CC1	0.99	15.1	6.4	-5.4	7.0	2.9	-4.6	0.8	-12.7
O=C(O)C1C2C=CC3(O2)C1C(=O)N1c2ccccc2C2OCCC2C13 (stereo not given)	1.03	7.1	1.7	7.2	0.1	23.1	0.1	-0.2	5.7
c1ccc(OCc2nn3c(-c4ccccn4)nnc3s2)cc1	1.03	3.0	0.1	9.0	9.5	·	4.1	3.5	-0.1
C=CCOC(=O)C1=C(C)NC(C)=C(C(=O)OCC=C)C1c1ccc(O)cc1	1.09	12.5	2.2	-36.7	-6.0	·	0.2	0.9	0.4
Cc1cc(C)n2c(SCCC(C)C)nnc2n1	1.05	-2.7	-2.1	3.1	1.2	·	13.5	-0.1	-0.1
O=C(O)C1CCN(C(=O)c2ccccc2C(=O)N2CCC(C(=O)O)CC2)CC1	0.98	4.8	-0.4	-4.3	7.2	13.3	-0.5	0.3	7.8
O=C(c1ccco1)N1CCN(c2nc(C(F)(F)F)nc3c2nnn3Cc2ccccc2)CC1	0.98	2.6	1.1	-4.9	7.8	9.3	4.6	6.0	10.6
Cc1cc(C(=O)Nc2cc(C)n(Cc3ccc(Cl)cc3)n2)no1	0.99	12.3	10.1	-46.2	-11.8	14.0	-9.6	5.4	-1.3
Cc1cc(NC(=O)C23CCC(C)(C(=O)O2)C3(C)C)no1 (stereo not given)	0.98	-5.2	3.0	8.4	6.8	9.8	10.5	2.5	-1.5
COc1nnc(-c2ccc(C)c(S(=O)(=O)NCCO)c2)c2ccccc12	1.01	-9.7	3.0	-72.3	-7.4	-1.9	-15.3	-15.8	-9.6
Cc1cc(C)nc(-n2nc(C)cc2NC(=O)c2ccc(Br)o2)n1	0.99	?	1.1	-2.5	5.7	4.5	1.7	6.3	13.9
CCN1C(=O)c2cccc3c(NC(=O)C4CCCCC4)ccc1c23	1.03	-2.7	1.9	17.8	10.1	0.7	5.6	4.2	1.2
O=S1(=O)CC(O)C(NCc2ccco2)C1 (stereo not given)	0.98	-0.7	-0.1	3.3	-0.3	19.7	-1.7	-1.1	-3.1

Profiles from above. Order of screens: A340 absorber, CatS block, CatB block, C1s inh, CatG inh, CatL block, FXIa mix inh, CatB mix inh, FXIIa inh mix
Shown for Cc1ccc(-c2nnc3c4ccccc4c(C)nn23)cc1NC(=O)c1ccco1 = 1.02, 3.1, -1.4, -1.0, 4.5, 8.3, 11.3, -1.3, 3.2
Shown for O=C(c1cn(CC(=O)N2CCCCC2)c2ccccc12)C1CC1 = 0.99, 15.1, 6.4, -5.4, 7.0, 2.9, -4.6, 0.8, -12.7
Shown for O=C(COc1ccc(C(=S)N2CCOCC2)cc1)N1CCCC1 = 1.02, 1.8, -0.8, -4.1, -2.2, 3.0, 5.0, 0.6, 4.9

Further compounds
SMILES	A340 absorber	CatS block	CatB block	C1s inh	CatG inh	CatL block	FXIa mix inh	CatB mix inh	FXIIa inh mix
O=C(O)c1oc2ccc(Br)cc2c1-n1cccc1	1.02	2.9	2.5	9.0	7.8	5.0	4.9	5.4	3.7
COC(=O)c1ccccc1N1C(=O)[C@@H]2C(c3ccc(Br)cc3)=NO[C@@H]2C1=O	1.01	2.9	8.6	-63.6	-13.7	17.6	-4.5	2.9	-18.8
CCOC(=O)CCC(NC(=O)c1ccc(NCN2C(=O)CCC2=O)cc1)C(=O)OCC (stereo not given)	1.02	5.1	-3.6	-32.1	-2.7	·	4.7	2.1	-6.5
CCCc1nc2ccccc2c(=O)n1/N=C/c1c(C)[nH]n(-c2ccc(C)cc2)c1=O	1.08	-0.7	3.8	0.8	-2.0	-8.7	4.8	1.7	5.0
CCOC(=O)C1=C(O)CCn2c1nc1ccccc12	1.02	20.2	2.6	11.5	7.8	13.8	4.2	3.9	5.7
COc1cccc(N2CCN(C(=O)c3ccc(N4C(=O)NC5CC4(C)Oc4ccccc45)cc3)CC2)c1 (stereo not given)	1.01	-2.7	-2.5	-1.1	1.3	3.6	7.6	9.7	3.6
S=C(Nc1ccccn1)c1ccccn1	1.09	-3.6	-2.6	-0.6	6.8	3.9	-5.3	1.7	1.4
CCN1CCN(C2CCN(C(C)=O)CC2)CC1	1.04	0.1	-1.6	-17.0	0.9	-6.3	2.9	5.2	5.1
CCCCCOC(=O)C1[C@H]2C(=O)N(Cc3cccs3)C[C@]23C=C[C@H]1O3 (stereo not given in full)	0.98	7.3	3.2	12.5	16.9	16.7	4.7	4.5	0.0
COc1cccc(C2C(C(=O)OC(C)C)=C(C)Nc3ncnn32)c1 (stereo not given)	0.98	15.0	-2.7	1.2	-5.1	-0.9	9.1	4.0	10.6
Cn1c(C(C#N)C(=O)c2sc3ccccc3c2Cl)nc2ccccc21 (stereo not given)	1.11	14.6	8.2	-1.9	-9.0	·	6.9	4.5	-12.7
COC(=O)c1ccc(C2CC(=O)Nc3cc(OC)c(OC)c(OC)c32)cc1 (stereo not given)	0.99	-9.3	1.8	13.8	11.5	1.4	4.0	3.5	5.4
O=C(CSc1nnc(-c2ccco2)n1Cc1ccccc1)OC1CCCCC1	1.02	2.2	1.1	-3.9	9.7	1.5	-3.4	-7.0	-1.0
O=C(CSc1nnnn1C1CCCCC1)Nc1ccc2c(c1)OCO2	1.01	-5.6	-5.5	1.2	-1.3	-17.2	7.8	3.5	1.5
Cc1ccc(C)c(S(=O)(=O)C(C#N)c2nc3ccccc3nc2N2CCOCC2)c1 (stereo not given)	1.05	22.1	4.4	-0.9	6.3	-12.1	0.2	3.1	4.4
CCn1c(SCC(=O)Nc2ccc3c(c2)OCCO3)nnc1-c1ccco1	1.04	-2.6	4.3	16.2	11.7	·	10.5	3.3	-16.0
O=C(c1cc2cc(Br)ccc2oc1=O)N1CCN(c2ccccn2)CC1	1.08	-5.2	0.4	11.3	9.6	-9.9	5.2	1.1	5.7
Cc1cc(C)n(-c2nc3ccccc3n3cnnc23)n1	1.1	-18.5	-0.3	-50.9	-7.0	0.9	-19.1	-13.6	5.6
O=C(/C=C/N1CCOCC1)c1cc2ccccc2o1	1.27	12.9	7.9	50.3	2.7	·	2.0	1.3	-2.3
CCOC(=O)c1c(C(F)(F)C(F)(F)C(F)(F)C(F)(F)F)n[nH]c1C	1.01	1.2	7.2	-26.5	6.0	-2.8	-0.2	-0.7	3.6
COc1ccc2ccccc2c1C(O)c1nccn1C (stereo not given)	1.04	-0.9	4.6	5.8	1.4	-6.7	5.7	1.3	3.3
O=C(Nc1ccc(F)cc1)N1CCC(c2nc3c(nnn3Cc3cccc(Cl)c3)c(=O)[nH]2)CC1	1.01	-2.9	5.9	13.2	8.9	10.1	10.0	3.4	2.3
O=C(CSc1nnc2scc(-c3ccc(F)cc3)n12)NCc1ccco1	1	10.8	3.1	5.3	3.6	17.2	2.5	2.1	2.1
CN1CCc2c(sc3c2C(=O)NC(c2ccc(-c4cccc(Cl)c4)o2)N3)C1 (stereo not given)	1.08	10.1	1.4	-24.8	6.0	11.5	0.0	-1.6	10.8
O=S(=O)(Cc1ccccc1Cl)Nc1ccccn1	1.04	0.1	4.3	-6.3	7.7	8.8	9.4	5.3	0.8
COC(=O)c1[nH]c2ccc(F)cc2c1NS(=O)(=O)c1ccc(OC)cc1OC	1.01	1.1	2.0	2.1	10.1	1.9	1.5	-8.2	-1.3
O=C(O)C1CCCN1c1ncnc2c1oc1ccccc12 (stereo not given)	0.98	-4.7	1.4	10.4	10.3	-3.0	1.8	4.0	0.6
COc1cccc2c(=O)n(CC(=O)Nc3cccc(F)c3)ccc12	1.06	1.4	1.9	-1.6	3.6	-1.6	12.1	0.7	7.2
